STAT1 act – STAT1 signaling activators, primary screen, cell-based, HTS, luciferase reporter; NIH 3T3 STAT1-luciferase reporter, IFN-gamma, luminescence; 100% = IFN-gamma alone, no compound; activation (% of control), % at 5.5 µM; 200,000 compounds, 2.6% hits; AID 932, 2007;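 active = activation above the screen-wide mean activation plus 3 SD, cut at about 130% in these data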;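 also: raw ratio to IFN-gamma control signal so 100% means no change and 0% no light; values of inactives mirror those of a sister screen read the other way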
FLuc act counter – FLuc activators, initial screening, artefact control for FLuc-dependent activation tests, biochemical, ATPlite luminescence; Luciferin 4-monooxygenase (Photinus pyralis), P08659; ATPlite luciferase biochemical, 10 min; 0 = ATP-free wells, 1 = DMSO control; activation factor at 10 µM; 200,000 tested, under 10 active; AID 1027, 2008;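 active = luciferase activation factor, scaled between plate controls, of at least 2 with compound at 10 µM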
Target sequence (P08659 whole entry, looked up): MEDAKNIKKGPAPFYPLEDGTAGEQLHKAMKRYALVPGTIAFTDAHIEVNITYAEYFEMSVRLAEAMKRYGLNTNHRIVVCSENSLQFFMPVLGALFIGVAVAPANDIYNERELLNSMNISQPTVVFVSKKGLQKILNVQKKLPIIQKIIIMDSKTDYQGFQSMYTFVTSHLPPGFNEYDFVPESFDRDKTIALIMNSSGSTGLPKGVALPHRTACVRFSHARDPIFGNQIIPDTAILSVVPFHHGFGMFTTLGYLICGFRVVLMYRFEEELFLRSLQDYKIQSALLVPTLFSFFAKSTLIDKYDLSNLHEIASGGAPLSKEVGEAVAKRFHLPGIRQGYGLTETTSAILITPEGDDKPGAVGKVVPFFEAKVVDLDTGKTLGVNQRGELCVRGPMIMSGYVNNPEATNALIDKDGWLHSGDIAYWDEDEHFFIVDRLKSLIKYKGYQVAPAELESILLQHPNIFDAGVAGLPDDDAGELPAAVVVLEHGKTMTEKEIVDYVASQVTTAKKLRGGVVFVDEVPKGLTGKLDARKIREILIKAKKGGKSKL
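Assay system – cell-free luciferase reagent · Medium – PBS-based ATP solution · Dosing – test compounds dosed from 2 mM stocks in 100% DMSO · Timing – 10 min, room temperature · Technique – light output (luminescence) · Measure – luminescence gain marking luciferase activators · Controls – No-ATP low control, compound-free enzyme-plus-ATP high control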
Diaph act CS – compounds boosting diaphorase resazurin reduction – biochemical, uHTS, resorufin fluorescence, counter-screen for diaphorase-coupled primary assays, primary screen; Diaphorase/resazurin coupled assay, 16 min; hits give high values; 1 = vehicle wells, 0 = NADH-free wells; activation factor at 20 µM; 190,000 compounds, 0.005% hits;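 active = diaphorase activity raised at least twofold by the compound at 20 µM; inactive = activation factor below 2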
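Material: Purified diaphorase enzyme from Clostridium kluyveri | Buffer or medium: 50 mM HEPES pH 7.4 with 4.542 mM MgCl2, 0.005% Tween 20 | Times: 16 min enzyme reaction, ambient temperature | Signal: Red resorufin fluorescence at 544/590 nm excitation/emission | Measure: Increased resorufin signal from activators or reducing compounds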
TLR4 MyD88 comp – inhibitors of TLR4-MyD88 association in cells, primary screen, cell-based, HeLa CL3-4, BLA complementation, FRET ratio; 200,000 compounds, 0.18% hits; HeLa CL3-4 TLR4/MyD88 BLA complementation; AID 861, 2007; inhibition, % at 8.4 µM; Toll-like receptor 4 (Homo sapiens) + Myeloid differentiation primary response protein …; in the data active = inhibition above about 25%;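 also: 0% = vehicle and 100% = reference inhibitor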
APP 5UTR inh – inhibitors of APP translation via 5'UTR reporter, primary screen, APP 5'UTR luciferase, SH-SY5Y cells; SH-SY5Y APP 5'UTR-luciferase reporter, luminescence; inhibition, % at 2 µM; 190,000 compounds, 0.82% hits; AID 1285, 2008;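 active = inhibition above a set limit, derived from the sample mean plus 3 SD, cut at about 45% in these data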; also: values of inactives mirror those of a sister screen read the other way
G6PDH counter – L. mesenteroides G6PDH inhibitors, counter-screen for G6PDH-coupled screening assays, biochemical, Leuconostoc mesenteroides enzyme | Purified L. mesenteroides G6PDH, diaphorase/resazurin coupled fluorescence, 45 min | inhibition, % at 5 µM | 200,000 compounds, 0.12% hits | AID 1020, 2008; in the data active = inhibition above about 50%
FLuc inhib CS – firefly luciferase enzyme inhibitors, primary screen, artefact control for luciferase-based inhibitor screens, biochemical, luminescence, ATPLite; Luciferin 4-monooxygenase (Photinus pyralis), P08659; 10 min; inhibition, % at 10 µM; 200,000 compounds, 1.5% hits;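 active = inhibition above about 50% when tested at 10 µM, limit read from the data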
NF-kB neuron act – activators of NF-kB expression in neurons, primary screen, cell-based, HTS; fold change at 12.5 µM; 190,000 compounds, 1.6% hits; human neuronal cells, NF-kB reporter expression; hits give high values; in the data active = fold change above about 3.3
APP 5'UTR act – activators of APP 5'UTR luciferase reporter, primary screen, SH-SY5Y cells | activation, % at 2 µM | SH-SY5Y APP 5'UTR luciferase reporter, luminescence; zero percent = DMSO vehicle wells | 190,000 compounds, 1% hits;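 active = activation above a set limit, based on mean plus 3 SD of controls, cut at about 140% in these data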; also: values of inactives mirror those of a sister screen read the other way
Diaph inh CS – diaphorase inhibitors and chemical oxidizers, primary screen, counter-screen for diaphorase-coupled primary assays, biochemical, uHTS, resorufin fluorescence. diaphorase resazurin-to-resorufin fluorescence, NADH, 16 min; bacterial (C. kluyveri) enzyme, not human. inhibition, % at 20 µM. 190,000 compounds, 0.69% hits. AID 1217, 2008;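 active = primary screen inhibition at 20 µM above a set limit, cut at about 50% in these data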;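 also: plate controls were DMSO with full reaction for no effect and wells lacking NADH for full effect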
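System: Bacterial diaphorase enzyme (C. kluyveri) | Incubation: 16-min room-temperature incubation before reading | Benchmarks: No-NADH positive control and DMSO neutral control | Measured by: Resorufin fluorescence 544/590 nm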
Active calls of the source: *; / = no result given. The order is random, and some 5.6% of all compounds hit somewhere here.

SMILES	STAT1 act	FLuc act counter	Diaph act CS	TLR4 MyD88 comp	APP 5UTR inh	G6PDH counter	FLuc inhib CS	NF-kB neuron act	APP 5'UTR act	Diaph inh CS
COc1ccc(C(=O)NNC(=S)Nc2ccccc2)cc1	130*	0.4	0.9	-2	-141	3	57*	6.5*	141*	8
O=C(OCC(=O)N1CCCc2ccccc21)c1ccc(Cl)nc1	99	1	0.9	-3	-1	2	-3	1.1	1	11
Cc1ccc(/C=N/N2CCN(c3ccccn3)CC2)cc1	142*	1	0.9	-3	2	-2	4	2.2	-2	8
C=CC[N+]1(CC=C)CCOCC1	104	1	0.9	-1	29	14	-4	0.9	-29	12
Cn1c(N)c(C(=O)COC(=O)C2CCCC2)c(=O)n(C)c1=O	100	1	1	-13	27	3	-2	1.1	-27	3
COc1ccc(OC)c(C(=O)c2coc3ccc(OC(C)=O)cc23)c1	101	1.1	0.9	-3	-14	4	-6	1.4	14	14
COC(=O)c1cc(OC)c(OC)cc1NC(=O)CCc1ccc(C)o1	97	1.1	0.9	-6	9	-17	-6	0.95	-9	12
Cc1c(C(=O)OCC2CCCO2)[nH]c2c1C(=O)CC(c1ccc(N(C)C)cc1)C2 (stereo not drawn)	87	1.1	0.8	20	4	-21	-5	0.44	-4	16
COc1cc(Cl)c(C)cc1NC(=O)[C@@H]1CCCN1C(=O)c1cccs1	93	1.1	0.7	-18	26	-3	-5	1.2	-26	26
CCCCc1nc(SCCN2CCOCC2)c2c(=O)n(C)c(=O)n(C)c2n1	100	1	1.1	-5	-23	2	-2	1.1	23	-5
CC(=O)Nc1ccc2c(c1)N(C(=O)CN(C)C)c1ccccc1CC2	107	1	0.7	-18	10	8	-2	1.2	-11	25
CCCNC(=O)COC(=O)c1ccc(Cl)c(S(=O)(=O)N2CCCC2)c1	101	1	0.9	0	-6	1	-3	1.1	6	13
O=C(CN1C(=O)S/C(=C\c2ccc(Cl)cc2)C1=O)NNC(=O)c1ccccc1O	104	1.1	1.1	-11	-6	-3	-7	0.85	6	-10
Cc1ccc(-c2c(C(=O)Nc3ccccc3C)c(C)[nH]c(=S)c2C#N)o1	100	1	0.9	-9	-10	5	-4	/	10	9
COc1c(Cl)cc(Cl)cc1C(=O)Nc1ccc(C(=O)O)cc1	104	1.1	1	-6	18	0	-6	1.1	-18	-2
COc1cc2c(cc1OC)C(c1ccccc1)=NCC2	97	1.1	1	-2	12	6	-9	1	-12	3
CCOC(=O)C(=O)/C(=C\N(C)C)c1onc(-c2ccccc2Cl)c1C(=O)OC	101	1	0.9	8	-9	4	-4	1.1	9	11
Oc1ccc(Nc2nc(NCC3CCCO3)c3ccccc3n2)cc1 (stereo not drawn)	98	1	1	10	-15	2	-2	0.49	15	3
CC(=O)C1=C(c2ccccc2)NC(=S)NC1c1ccc(O)c(O)c1 (stereo not drawn)	103	1	0.7	-5	-2	23	1	0.96	1	29
CCOc1ccc(OCC)c(NC(=O)CSc2nc3c(c(=O)n(C)c(=O)n3C)n2C(C)C)c1	93	1	0.9	-13	-2	-1	-3	0.37	2	8
CCOc1nc(SCCOc2ccc(C)cc2)nc(N(C)C)n1	104	1	0.9	5	3	7	-2	1	-3	7
CN1CCN(c2nnc(-c3cccs3)c3ccccc23)CC1	102	0.9	1	-7	-10	13	5	1.3	10	2
O=S(=O)(/N=C(/Nc1ccc(Cl)c(S(=O)(=O)Nc2ccccc2Cl)c1)c1ccc(F)cc1)c1ccccc1	93	1	0.9	-3	-16	7	0	0.94	16	8
Cc1ccc(C)c(N(C(=O)c2nsc(Cl)c2Cl)C(C(=O)NC2CCCC2)c2ccc(O)cc2)c1 (stereo not drawn)	94	1.1	0.8	1	-8	-5	-7	1	8	19
O=[N+]([O-])c1cc(C(F)(F)F)ccc1N1CCCC(O)C1 (stereo not drawn)	108	1	1	9	-7	15	-2	0.99	7	2
O=S(=O)(c1ccc(OCC(O)CNCc2ccco2)c(Cl)c1)N1CCOCC1 (stereo not drawn)	90	1.1	1.1	0	-11	6	-5	1.1	11	-6
Cc1cccc(C)c1NC(=O)NC1(C(=O)NCCN2CCOCC2)CCCCC1	97	1	0.9	9	19	6	-3	1.1	-19	12
CC(Sc1n[nH]c(=O)[nH]c1=O)C(=O)OCc1ccccc1 (stereo not drawn)	104	1	1.1	0	0	10	-3	1	0	-7
CCC(C)(C)NC(=O)C1CCN(S(=O)(=O)c2cccs2)CC1	99	1	1	-7	-17	2	-3	1.1	17	-1
CCO[C@H]1OC(C(=O)N2CCCCCCC2)=C[C@@H](C2CCCCC2)[C@@H]1CCCO	97	1	0.8	-5	-14	9	-3	1.1	14	17
Cc1csc2ncc(C(=O)NCc3ccccc3Cl)c(=O)n12	104	1.1	0.9	-5	11	2	-5	0.78	-11	9
O=C(c1ccc(CS(=O)(=O)c2ccc(Br)cc2)o1)N1CCCCCC1	91	1	0.9	-5	2	1	-3	0.96	-2	13
O=C(CSCSCC(=O)Nc1ccc2c(c1)OCO2)Nc1ccc2c(c1)OCO2	103	0.9	0.9	6	3	9	12	1.3	-3	11
O=C(NC(c1ccc(Cl)cc1)c1cc(Cl)c2cccnc2c1O)c1cccnc1 (stereo not drawn)	90	1	0.9	3	79*	4	-4	1.3	-79	9
Cc1ccnc(NS(=O)(=O)c2ccc(NS(=O)(=O)Cc3ccccc3)cc2)n1	98	1.1	0.9	0	-8	15	-10	0.88	7	13
Cn1c(=O)c2c(nc(OCc3cccnc3)n2Cc2c(F)cccc2Cl)n(C)c1=O	98	1.1	0.9	-5	-4	-40	-5	0.7	4	8
Cn1c(-c2csc(-c3ccccc3)n2)n[nH]c1=S	111	1	1.1	11	-14	-5	5	0.92	14	-12
CN1CCN(c2ccccc2NC(=O)Cc2cn(C)c3ccccc23)CC1	101	1.1	0.8	-6	-2	10	-8	0.76	1	20
CCN(CC)NC(=S)Nc1ccccc1	90	1.1	0.9	-3	8	12	-7	0.99	-8	12
CC1CN(S(=O)(=O)c2ccc(Cl)c(S(=O)(=O)N3CC(C)OC(C)C3)c2)CC(C)O1 (stereo not drawn)	106	1	0.8	5	-27	17	-5	1.2	27	23

In the list so far, 3 have a thiophene ring, fused or not.
SMILES	STAT1 act	FLuc act counter	Diaph act CS	TLR4 MyD88 comp	APP 5UTR inh	G6PDH counter	FLuc inhib CS	NF-kB neuron act	APP 5'UTR act	Diaph inh CS
COc1cc(Cl)c(C)cc1NC(=O)[C@@H]1CCCN1C(=O)c1cccs1	93	1.1	0.7	-18	26	-3	-5	1.2	-26	26
CN1CCN(c2nnc(-c3cccs3)c3ccccc23)CC1	102	0.9	1	-7	-10	13	5	1.3	10	2
CCC(C)(C)NC(=O)C1CCN(S(=O)(=O)c2cccs2)CC1	99	1	1	-7	-17	2	-3	1.1	17	-1

Other structures follow.
SMILES	STAT1 act	FLuc act counter	Diaph act CS	TLR4 MyD88 comp	APP 5UTR inh	G6PDH counter	FLuc inhib CS	NF-kB neuron act	APP 5'UTR act	Diaph inh CS
O=C1/C(=C\c2ccco2)CCC/C1=C\c1ccco1	123	0.9	0.8	1	-101	2	15	5.9*	101	17
CCN(CC)S(=O)(=O)c1ccc(C(=O)OCC(=O)N2CCN(C(=O)c3ccco3)CC2)cc1	100	1.1	0.9	-1	-16	7	-6	0.94	16	11
COc1ccc(Cl)cc1N(C)C(=O)CCNC(=O)Cn1cnc2ccccc2c1=O	99	1	1	-10	-2	8	-4	0.98	2	2
O=C(c1ccccc1)c1cc2ccc(O)cc2oc1=O	105	1	1.2	-10	4	6	-1	2.1	-4	-18
O=C(NCc1ccccc1)c1ccc(-c2ccc(F)cc2)o1	102	1	0.9	-12	1	11	-2	1.6	-1	14
NNC(=O)C1CCCN1S(=O)(=O)c1ccc(Cl)cc1 (stereo not drawn)	102	1	1	-20	24	7	-2	1.1	-23	-2
NS(=O)(=O)c1ccc(NC(=O)COC(=O)CNC(=O)C23CC4CC(CC(C4)C2)C3)cc1	100	1	1	-5	8	-1	-1	0.97	-8	4
CS(=O)CSc1nc2c(cc1C#N)CCCC2 (stereo not drawn)	106	1	1	3	-22	0	-1	1.1	22	3
CC(CN1CCN(C)CC1)OC(=O)c1ccc(Cl)cc1Cl (stereo not drawn)	102	1	1	9	17	27	3	1.2	-17	0
CCO[C@H]1OC(C(=O)O)=C[C@@H](C2CC2)[C@@H]1CCCO	104	1.1	0.9	-11	-1	7	-11	1	1	14
CCc1c(C(=O)Nc2nnc(C3CC3)s2)csc1C	115	0.9	0.9	1	-24	6	6	1.4	24	7
CCN(CC)c1nc(N)nc(NS(=O)(=O)c2ccc(Cl)cc2)n1	103	1.1	0.8	-14	-2	-8	-5	1.1	2	21
O=C(Cn1ccc(C(F)(F)F)n1)N/N=C/c1cccs1	99	1.1	1	6	-4	1	-6	1.1	4	4
NNC(=O)c1ccc(CSc2nc3ccccc3[nH]2)cc1	107	1	0.9	-7	-5	4	-2	1.4	5	5
Nn1c(SCc2cccc(C(F)(F)F)c2)nnc1-c1ccco1	95	1	1	-14	8	12	2	1.1	-8	-2
CC[n+]1c(C)n(-c2ccccc2)c2ccc(NC(C)=O)cc21	78	1	1	7	-19	10	-2	0.85	19	4
Cc1oncc1C(=S)Nc1ccccc1	95	1	1	12	-21	5	-3	1.1	21	4
COc1ccccc1N1CCN(C(c2ccc(F)cc2)c2nnnn2C(C)C)CC1 (stereo not drawn)	100	1.1	0.8	9	-13	1	-6	1.3	13	23
CCOC(=O)Cc1csc(NC(=O)c2cccc(OC)c2)n1	98	0.9	0.9	-7	-13	-3	8	1.1	13	10
C=CCn1c(Oc2cccc(C)c2)nc2c1c(=O)n(C)c(=O)n2C	94	1.1	1	7	-24	4	-5	1.1	24	4
c1cnc(NCCNc2ncccn2)nc1	106	1	0.9	-9	20	19	-4	1.2	-20	13
CC(=O)N1CN(S(=O)(=O)c2ccc(C)cc2)CC1C (stereo not drawn)	102	1.1	0.9	4	1	6	-5	1.1	-1	10
O=[N+]([O-])c1cccc2ccc(/C=C/c3ccc(F)cc3)nc12	133*	1	1	0	-39	7	2	1.7	39	2
CC(C)CCN1CCN(Cc2ccc(C#CCCO)cc2)CC1CCO (stereo not drawn)	104	1	0.8	-5	-2	18	-4	0.99	2	18

A portion taken from the entries so far, for reference:
SMILES	STAT1 act	FLuc act counter	Diaph act CS	TLR4 MyD88 comp	APP 5UTR inh	G6PDH counter	FLuc inhib CS	NF-kB neuron act	APP 5'UTR act	Diaph inh CS
C=CCn1c(Oc2cccc(C)c2)nc2c1c(=O)n(C)c(=O)n2C	94	1.1	1	7	-24	4	-5	1.1	24	4
c1cnc(NCCNc2ncccn2)nc1	106	1	0.9	-9	20	19	-4	1.2	-20	13
